From PubChem
Dengue-2 NS5 capping – flavivirus cap methylation enzyme inhibition – biochemical, confirmation dose response, primary screen (AID 588689); Dengue-2 NS5 methyltransferase capping enzyme assay, biochemical; higher % means a stronger effect; inhibition, % at 25 µM, or IC50 in µM where a hit was titrated; actives 0.3% (n = 340,000); in the data active means a potency from the dose series; inconclusive means inhibition above about 29% without an active follow-up result
RSV CPE inhibition – RSV antiviral activity via CPE protection, HEp-2 cells, primary 10 µM value included (AID 2391); HEp-2 cells, RSV-induced CPE inhibition; higher % means a stronger effect; actives 0.13% (n = 310,000); CPE inhibition, % at 10 µM; hits with a dose series show IC50 in µM; in the data active means a potency from the dose series; inconclusive means CPE inhibition mostly from about 23% at the one dose, without a potency; inactive means the rest, 99 in 100 with CPE inhibition below about 21%; further: strong numbers were not always called active
HIV fusion peptide – cell-free HIV fusion peptide-binding blockers – biochemical, uHTS, fluorescence dequenching, primary screen (AID 1986); cell-free peptide binding, fluorescence dequenching, 30 min; higher % means a stronger effect; inhibition, % at 20 µM, or IC50 in µM where a hit was titrated; actives 0.3% (n = 290,000); in the data active means inhibition mostly above about 52%, no sharp cut-off; inactive means mostly below about 76%; further: some results filed as inactive read as strong as hits
PhoP inhibition – PhoP-dependent GFP reporter repression – Salmonella Typhimurium, primary screen (AID 1863); S. Typhimurium PhoP-regulated promoter GFP reporter, 4 h; higher % means a stronger effect; one-dose inhibition, % at 50 µM; IC50 in µM for titrated hits; actives 0.16% (n = 300,000);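 active means inhibition over 29.93%, a cutoff 3 SD above the screen mean, later confirmed by dose response; inconclusive means inhibition over 29.93% but no dose response follow-up; inactive means inhibition at most 29.93% or unconfirmed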;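 further: 0% = low Mg2+ inducing control and 100% = high Mg2+ repressing control; strong numbers were not always called active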
Large T inhibition – TAg ATPase/helicase activity blockers – biochemical (AID 1903); SV40 large T antigen ATPase/helicase inhibition assay; higher % means a stronger effect; one-dose inhibition, % at 20 µM; IC50 in µM for titrated hits; actives 0.39% (n = 310,000); in the data active means a potency from the dose series; inconclusive means inhibition mostly from about 32% at the one dose, without a potency; inactive means the rest, 99 in 100 with inhibition below about 32%; further: strong numbers were not always called active
GPR35 antagonists – GPR35 antagonists blocking zaprinast-driven arrestin recruitment, primary screen, imaging, U2OS, beta-arrestin-GFP, zaprinast agonist (AID 2058); U2OS GPR35 beta-arrestin-GFP translocation imaging, zaprinast antagonism; higher % means a stronger effect; one-dose inhibition, % at 10 µM; IC50 in µM for titrated hits; actives 0.052% (n = 290,000);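 active means inhibition of at least 50% with at least 30 cells and total cytoplasm GFP at most 10,000,000; inconclusive means under 30 cells or total GFP of 10,000,000 plus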
Rac1 GTP hydrolysis – MgcRacGAP GTPase-activating activity inhibitors, confirmation, biochemical, ADP Hunter fluorescence; MgcRacGAP-stimulated Rac1 GTP hydrolysis, ADP Hunter fluorescence; higher % means a stronger effect; GST-tagged Rac1 F28L mutant substrate; inhibition, % at 30 µM, or IC50 in µM where a hit was titrated; actives 0.6% (n = 340,000);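 active means first-screen hits whose inhibition reached a set limit at any dose in the follow-up dose series; inconclusive means inhibition above the set first-screen limit but never retested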;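 further: fluorescence reports GDP produced by GAP-driven GTP hydrolysis; strong numbers were not always called active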
UTI89 phage lysis – protection from phage-mediated lysis, alamar blue read-out – E. coli UTI89, K1F phage, bacterial capsule biogenesis inhibitors (AID 488966). one-dose inhibition, % at 100 µM; IC50 in µM for titrated hits. actives 0.02% (n = 340,000). E. coli UTI89 K1F phage lysis, alamar blue, 2 h; higher % means a stronger effect;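 active means phage lysis inhibition, versus mean bacterial control, above a set limit; inconclusive means no clear call, values can overlap the other calls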;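 further: capsule biogenesis inhibitors block K1F phage lysis so surviving cells raise fluorescence; higher fluorescence means more inhibition of phage lysis; actives were called in the ten point dose series up to 300 µM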
GPR55 LPI antagonism – GPR55 antagonists blocking LPI-driven arrestin recruitment, primary screen, imaging, U2OS, beta-arrestin-GFP, LPI agonist (AID 2013) | U2OS GPR55 beta-arrestin-GFP translocation imaging, LPI antagonism; higher % means a stronger effect | one-dose inhibition, % at 10 µM; IC50 in µM for titrated hits | actives 0.13% (n = 290,000);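 active means spots per cell inhibited over 60%, with over 100 cells counted and total cytoplasm intensity under 500,000; inconclusive means wells with under 100 cells, flagged as likely toxic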;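 further: U2OS cells stably carrying GPR55 and arrestin-GFP stimulated by 5 µM LPI near EC80; imaged beta-arrestin-GFP aggregate spots per cell after agonist stimulation; plate controls were LPI-stimulated DMSO wells for no effect and DMSO wells without LPI for full effect; some results filed as inactive read as strong as hits; confirmed hits need IC50 under 10 µM and bright autofluorescent wells are also inconclusive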
Dengue-2 NS5 capping pilot replicate – further read-out of Dengue-2 NS5 capping, marked with its call; inhibition, %; measured here: pilot screen replicate inhibition
An asterisk follows results filed as active; ? = inconclusive; nt = no result given; [ ] = another dose, or the depositor's remark.

SMILES | Dengue-2 NS5 capping | RSV CPE inhibition | HIV fusion peptide | PhoP inhibition | Large T inhibition | GPR35 antagonists | Rac1 GTP hydrolysis | UTI89 phage lysis | GPR55 LPI antagonism | others
CC(C)CC(N)c1cn([C@@H](CCC(=O)O)C(=O)N2CCNCC2)nn1 (some centres not stated) | -8% | 1.8% | -0.3% | -8% | 2% | -4% | 8% | -2.4% | 5%
CCN(CC)C(=O)c1ccc(-c2nnc(Nc3ccc(O)cc3)c3ccccc23)cc1 | -5% | 1.7% | -2.3% | -6% | 30% | 8% | ? | 0.0% | -10% | Dengue-2 NS5 capping pilot replicate=3.3
O=C(CCS(=O)(=O)c1ccc(Br)cc1)Nc1ccccn1 | 1% | 1.1% | 1.7% | 14% | 3% | -19% | 7% | 1.9% | 10%
CCOC(=O)c1nnn(-c2nonc2N)c1CN(C)Cc1ccccc1 | -7% | 0.6% | -0.1% | 0% | 18% | 11% | 7% | -0.2% | 8%
CCCOc1ccc(/C=C/C(=O)Nc2ccc([N+](=O)[O-])cc2C)cc1 | -2% | 3.5% | -2.2% | -2% | -2% | 10% | 9% | 4.6% | 21%
Cn1c(N)c(C(=O)COC(=O)COc2ccc(Cl)cc2)c(=O)n(C)c1=O | -1% | 1.2% | nt | nt | nt | nt | 6% | 0.4%[50 µM] | nt
O=C(O)COCc1nc2ccccc2s1 | -5% | -0.7% | -0.3% | -4% | 5% | 0% | 9% | 0.2% | 1%
Cc1ccc(S(=O)(=O)N(C)CC(=O)NNC(=O)Cc2cccc(F)c2)cc1 | -2% | 0.9% | nt | nt | nt | nt | 7% | 0.8%[50 µM] | nt
CCCc1nc(NCC2CCCO2)c2nnn(Cc3ccccc3)c2n1 (configuration not stated) | -1% | 2.0% | 3.6% | -10% | 3% | -1% | 2% | 4.9% | -4%
COc1ccc(C(=O)NCc2nnc(SCC(=O)Nc3cc(Cl)ccc3OC)o2)cc1 | -4% | 0.1% | 0.6% | -3% | 10% | -8% | 15% | 0.3% | -7%
COc1ccccc1N1CCN(C(=O)c2ccc3nc(-c4ccco4)c(-c4ccco4)nc3c2)CC1 | -3% | ? | 37% | -10% | 16% | -15% | 4% | 1.1% | 4%
Cc1nc(=O)c(-c2ccccc2)c(C)n1-c1ccc(O)cc1 | -5% | 1.1% | -2.5% | 3% | 8% | 14% | 4% | -0.1% | 9%
CCC[C@H]1COCCS(=O)(=O)N1Cc1ccccc1 | -6% | -0.8% | -0.8% | 1% | 22% | -3% | -2% | -0.2% | 5%
Cc1cc(NC(=O)CCC(=O)N(c2ccc(C)c(F)c2)C(C(=O)NC2CCCC2)c2ccco2)no1 (configuration not stated) | 0% | 2.5% | 0.9% | 1% | 24% | 16% | -5% | -0.4% | 3%
O=C(/C=C/C=C/c1ccccc1)c1ccco1 | 4% | 6.6% | 7.2% | -2% | 8% | 14% | 6% | 0.3% | 16%
Cc1ccc(NC(=S)Nc2ccc(F)cc2)c(C)c1 | -15% | 0.2% | -0.5% | -5% | 3% | 2% | 3% | 0.7% | -5%
c1ccc(C[C@H]2CN=C(Nc3ccccc3)N2CC2CCC2)cc1 | -5% | -1.3% | nt | nt | 5% | nt | 5% | 0.2% | nt
CC(NC(=O)c1ccccc1F)C1CC1 (configuration not stated) | -9% | 0.4% | 0.1% | -11% | 5% | 4% | -15% | 0.1% | -2%
COCCCN(C(=O)CCOc1ccccc1C)c1c(N)n(Cc2ccccc2)c(=O)[nH]c1=O | -4% | 0.8% | nt | -8% | 18% | nt | 7% | 1.0%[50 µM] | nt
CCC1CCCCN1CCCNC(=O)c1cc2c(=O)[nH]c3ccccc3c2n1C (configuration not stated) | -6% | -2.8% | -1.5% | -6% | 8% | 3% | 11% | -0.3% | -4%
O=c1[nH]c(C2C3CC4CC(C3)CC2C4)nc2ccccc12 (configuration not stated) | -4% | 0.8% | 4.1% | 2% | 9% | 1% | 5% | 0.9%[50 µM] | 6%
CN(CC(=O)Nc1ccccc1Br)C(=O)c1cc([N+](=O)[O-])ccc1N1CCOCC1 | -4% | -0.6% | nt | 10% | 30% | nt | 2% | 0.9%[50 µM] | nt
Cc1ccc(OCC(=O)NNC(=O)[C@@H]2CCCC[C@@H]2C(=O)O)c(Br)c1 | -3% | 1.2% | 1.1% | -7% | 11% | 1% | 3% | 0.8%[50 µM] | 3%
O=C(CCS(=O)(=O)c1cccc2nonc12)NC1CCCCCC1 | -2% | 2.9% | -0.7% | 4% | 0% | -18% | 2% | 0.7% | -7%
COc1cc(C(=O)Nc2nnc(C)s2)cc(OC)c1OC | 1% | -0.6% | 1.5% | 7% | 13% | 5% | -1% | -0.2% | 5%

Of the compounds above, these have fluorine.
SMILES | Dengue-2 NS5 capping | RSV CPE inhibition | HIV fusion peptide | PhoP inhibition | Large T inhibition | GPR35 antagonists | Rac1 GTP hydrolysis | UTI89 phage lysis | GPR55 LPI antagonism | others
Cc1ccc(S(=O)(=O)N(C)CC(=O)NNC(=O)Cc2cccc(F)c2)cc1 | -2% | 0.9% | nt | nt | nt | nt | 7% | 0.8%[50 µM] | nt
Cc1cc(NC(=O)CCC(=O)N(c2ccc(C)c(F)c2)C(C(=O)NC2CCCC2)c2ccco2)no1 (configuration not stated) | 0% | 2.5% | 0.9% | 1% | 24% | 16% | -5% | -0.4% | 3%
Cc1ccc(NC(=S)Nc2ccc(F)cc2)c(C)c1 | -15% | 0.2% | -0.5% | -5% | 3% | 2% | 3% | 0.7% | -5%
CC(NC(=O)c1ccccc1F)C1CC1 (configuration not stated) | -9% | 0.4% | 0.1% | -11% | 5% | 4% | -15% | 0.1% | -2%

Continuation:
SMILES | Dengue-2 NS5 capping | RSV CPE inhibition | HIV fusion peptide | PhoP inhibition | Large T inhibition | GPR35 antagonists | Rac1 GTP hydrolysis | UTI89 phage lysis | GPR55 LPI antagonism | others
CCOc1cc(C=O)cc(Br)c1OCC(=O)NCCc1ccccc1 | 0% | 4.1% | 2.1% | 1% | 12% | 4% | 6% | -0.4% | -18%
Cc1ccc(NC(=O)c2cccs2)cc1S(=O)(=O)N(C)C | -7% | 9.6% | 2.8% | 10% | 9% | 6% | 4% | 1.0% | 12%
Cc1ccc(S(=O)(=O)c2nc(-c3ccc(F)cc3)oc2N2CCOCC2)cc1 | -10% | 3.5% | -1.2% | -1% | 7% | -7% | 11% | 0.0% | 5%
Cc1c(C(=O)N2CCCC2)oc2c1-c1nn(CC(=O)NCCCN3CCCCC3)cc1CC2 | -9% | 0.0% | 1.9% | -2% | -1% | -5% | 3% | -0.1% | -13%
Cc1ccc(C(c2sc3nc(C)nn3c2O)N2CCN(C(=O)c3ccco3)CC2)cc1 (configuration not stated) | -1% | -0.1% | -2.5% | -6% | 1% | 13% | -10% | 0.1% | 2%
CC(C)(C)c1ccc(C(=O)Nc2c3c(nn2C(C)(C)C)CS(=O)(=O)C3)cc1 | -10% | 0.9% | 0.0% | 2% | 8% | -12% | 3% | 0.1% | 1%
O=C(Nc1ccc(Cl)cc1)Nn1cnc2ccccc2c1=O | -19% | 2.6% | -0.2% | 21% | 29% | -5% | 5% | -0.1% | -20%
CCCCCC1NC(=O)NC1CCCCCC(=O)O (configuration not stated) | 1% | 6.4% | 6.6% | -13% | 2% | 0% | 9% | 2.9% | 2%
CCCNC(=S)NCc1ccc(Cl)cc1 | -3% | 0.3% | 0.3% | -2% | 12% | -1% | -14% | 1.6%[50 µM] | 7%
CC(C)CN1CN(Cc2ccco2)CNC1=S | 1% | 2.2% | -0.6% | -4% | 16% | 7% | 1% | 1.3%[50 µM] | 0%
CC(=O)c1sc(NS(=O)(=O)c2ccc(C)cc2)nc1-c1ccccc1 | -9% | 2.0% | 20% | 3% | 1% | 12% | 5% | -1.5% | 1%
CCOc1ccc(CCNC(=O)COC(=O)/C=C/c2ccc(C)o2)cc1OCC | -4% | 1.8% | -0.2% | -3% | 0% | 3% | 8% | 0.5%[50 µM] | 10%
O=C(N/N=C/c1cc(Br)ccc1O)C(=O)Nc1ccccc1OC(F)(F)C(F)F | 0% | -2.6% | 14% | 15% | -5% | 7% | -2% | -1.0% | 2%
O=C(C1CCN(S(=O)(=O)c2cccc3cccnc23)CC1)N1CCN(C2CCCC2)CC1 | -4% | 0.2% | 3.2% | 0% | 8% | 3% | 1% | -3.0% | -4%
COc1ccc(N2CCN(CCC(O)c3ccc4ccccc4c3)CC2)cc1 (configuration not stated) | -6% | -0.9% | -1.2% | 2% | -7% | -6% | 15% | 0.3% | -1%
Cn1c(/C=C/c2ccccc2)nc2ccccc21 | -10% | 4.3% | 0.9% | -2% | -1% | 2% | 3% | -0.8% | -1%
CCn1nc(C(=O)Nc2cccc(C(F)(F)F)c2)c(Cl)c1Cl | 0% | 0.7% | -2.0% | -7% | 2% | 4% | 3% | -0.2% | -1%
C=C1CCN(C(C(=O)OC)C(C)C)S(=O)(=O)c2ccc(F)cc21 (configuration not stated) | -14% | 0.9% | -0.7% | 0% | 13% | -7% | 5% | 0.8% | 0%
Cc1ccsc1/C=N/Nc1nc2ccccc2[nH]1 | -1% | nt | -2.9% | 8% | 38% | -11% | 72µM* | 1.1% | 8%
O=S(=O)(Nc1ccc2c(c1)OCCO2)c1ccc2oc3ccccc3c2c1 | 2% | 16% | -2.6% | -3% | 3% | -6% | 6% | 6.8% | 3%
Cc1ccc(S(=O)(=O)N2CCN(CC(O)COc3ccccc3)CC2)cc1 (configuration not stated) | -7% | 1.3% | -0.9% | -7% | 8% | 5% | 7% | 0.2% | 20%
CCOC(=O)CSc1nnc(CNc2cccc(Cl)c2)n1-c1ccccc1 | -1% | 0.0% | -1.1% | 4% | -3% | 17% | 4% | 2.9% | 8%
Cc1c(CCC(=O)O)c(=O)oc2cc3oc4c(c3cc12)CCCC4 | 5% | 3.9% | 2.0% | -11% | 15% | 10% | 15% | 0.1% | 5%
NC1=NC[C@H](c2ccccc2)N1CC1CCCCC1 | -14% | 2.1% | nt | -3% | 20% | nt | 8% | 10.0% | nt
